Source: PubChem BioAssay (National Center for Advancing Translational Sciences (NCATS))
GLS inh: glutaminase GLS (human) inhibition | O94925 | GLS enzymatic activity, qHTS titration | Potency, µM (doses to about 45.5 µM), for the others: at the top dose activity change, negative = inhibition, usual class: inhibitors | 410,000 tested, 0.21% active | AID 624170; also: potency is read from the fitted curve at half-maximal effect; % is scaled to controls: 0 for no effect and ±100 for the full control effect
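Assay buffer: 45 mM KH2PO4 pH 8.2, 0.02% Tween-20. hKGA acts on L-glutamine (1 mM solution added); product glutamate is reported by an oxidase/peroxidase Amplex Red coupling, with fluorescence taken at baseline and 30 min.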
ERG-DNA inh: ERG Ets/DNA interaction inhibition; P11308; fluorescence polarization, His-ERG Ets domain / labelled DNA; Potency, µM (highest dose often 76.9 µM), inactives show top-dose FP activity, negative = inhibition, actives largely listed as inhibitors; 370,000 tested, 0.028% active; active = well fitted inhibition curve with a large enough effect in the polarisation, with a control signal flat; inconclusive = small, poorly fitted or top-dose-only effect, or effect the other way, or a change in a side signal; inactive = no such curve, though single readings can be large or run the other way; the % refers to the polarisation;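 also: polarization taken with two DNA probes labelled with fluorescein and Texas red; potency is read from the fitted curve at half-maximal effect; % of control where 0% means no effect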
Target sequence (P11308 whole entry, looked up, the tested form may be a part): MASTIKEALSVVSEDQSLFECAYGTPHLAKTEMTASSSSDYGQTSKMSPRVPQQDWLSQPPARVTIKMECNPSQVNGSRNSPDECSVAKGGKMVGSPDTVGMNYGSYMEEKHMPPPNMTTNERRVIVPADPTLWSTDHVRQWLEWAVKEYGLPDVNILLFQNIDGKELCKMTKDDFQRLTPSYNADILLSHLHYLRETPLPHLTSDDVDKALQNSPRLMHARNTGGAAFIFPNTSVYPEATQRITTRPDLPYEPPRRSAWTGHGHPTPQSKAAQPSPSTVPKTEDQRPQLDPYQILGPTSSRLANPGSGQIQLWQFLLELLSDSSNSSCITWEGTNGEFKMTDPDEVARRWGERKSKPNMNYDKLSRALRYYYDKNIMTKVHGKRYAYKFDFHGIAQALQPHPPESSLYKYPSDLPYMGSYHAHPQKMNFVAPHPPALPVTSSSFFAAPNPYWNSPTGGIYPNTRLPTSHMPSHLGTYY
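His-tagged ERG Ets domain (1 uM in the protein solution; 300mM KCl, 50mM Tris-HCl, 1mM EDTA, 1mM DTT, pH 7.5) received compound, then a probe mix of 5 nM fluorescein-DNA and 100nM Texas-615-DNA. Fluorescence polarization was read for both dyes.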
RGS4 inh: blocks human RGS4-accelerated GTP hydrolysis; Transcreener GDP fluorescence polarization, RGS4-accelerated GTP hydrolysis; Potency, µM (highest dose often 114 µM), without a hit: top-dose activity change, negative = inhibition, actives largely listed as inhibitors; 390,000 tested, 0.039% active; also: potency is read from the fitted curve at half-maximal effect; % is scaled to controls: 0 for no effect and ±100 for the full control effect; nearly all actives have a fitted effect of over 75% in size; some results filed as inactive show a strong effect at the top dose
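MLSMR compounds (23 nl, pin-transferred) preincubated 10 min at room temperature with a 500nM (2x) first reagent, then RGS4 at 900nM (2x) plus Transcreener GDP mix added; fluorescence polarization (620/688 nm) read before and after 90 min at 30 °C.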
12-LOX inh: ALOX12 (human) lipoxygenase inhibition; purified 12hLO, xylenol orange hydroperoxide absorbance; 580,000 tested, 1.1% active; Potency, µM (highest dose often 108 µM), inactives show at the highest dose activity change, negative = inhibition, usual class: inhibitors; AID 1671190; also: potency is read from the fitted curve at half-maximal effect; % is scaled to controls: 0 for no effect and ±100 for the full control effect
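Purified human 12hLO (150 nM final) in 25 mM Hepes, 0.01% Triton X-100, pH 7.0 was preincubated 15 min at room temperature with compound. Then 40 uM arachidonic acid was added, 30 min. Hydroperoxide was read by Fe-XO absorbance ratio 573/405 nm.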
JMJD2A Tudor: JMJD2A Tudor domain (human) inhibition. Potency, µM (top dose mostly 114 µM), inactives show top-dose activity change, negative = inhibition, actives largely listed as inhibitors. AID 504339. AlphaScreen JMJD2A-Tudor / H3K4me3 peptide binding. 390,000 tested, 4.4% active; also: potency is read from the fitted curve at half-maximal effect; % is scaled to controls: 0 for no effect and ±100 for the full control effect; nearly all actives have a fitted effect of over 50% in size
PI4K2A block: inhibitors of human PI4K2A; Q9BTU6; purified PI4K2A, ADP-Glo luminescence, 1 h; active compounds read low; activity change, negative = inhibition, % at 76.9 µM; 420,000 tested, 0.13% active; AID 1346378; in the data active = activity change below about -50%; inconclusive = mostly about -30% to -49%;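 also: -100% = wells without enzyme as full effect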
Target sequence (Q9BTU6 whole entry, looked up): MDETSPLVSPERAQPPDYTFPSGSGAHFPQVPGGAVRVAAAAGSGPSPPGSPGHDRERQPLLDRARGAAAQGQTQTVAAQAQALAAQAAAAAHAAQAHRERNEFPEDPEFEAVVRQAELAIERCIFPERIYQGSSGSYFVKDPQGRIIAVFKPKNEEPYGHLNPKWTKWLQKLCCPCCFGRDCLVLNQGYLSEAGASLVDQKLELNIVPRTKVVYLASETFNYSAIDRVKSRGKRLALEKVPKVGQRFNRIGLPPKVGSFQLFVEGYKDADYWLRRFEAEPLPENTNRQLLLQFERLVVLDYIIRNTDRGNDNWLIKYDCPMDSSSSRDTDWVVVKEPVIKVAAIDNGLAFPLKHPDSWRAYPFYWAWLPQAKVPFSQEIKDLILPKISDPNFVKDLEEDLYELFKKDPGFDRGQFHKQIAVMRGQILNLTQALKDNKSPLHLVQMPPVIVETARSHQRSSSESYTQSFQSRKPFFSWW
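PI4K2A activity was measured by ADP-Glo luminescence: enzyme (4 ug/mL stock) and phosphatidylinositol (1.2 mM stock) in Tris pH 7.5/MgCl2/EGTA/Triton X-100 buffer were reacted with ATP (300 microM stock) for one hour at ambient temperature.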
BAZ2B inh: inhibitors of human BAZ2B bromodomain; Q9UIF8; AlphaScreen BAZ2B-H3K14Ac peptide displacement; Potency, µM (titrated, usually from 114 µM), without a hit: top-dose activity change, negative = inhibition, hits mostly inhibitors; 360,000 tested, 4.4% active; AID 504333; also: potency is read from the fitted curve at half-maximal effect; % is scaled to controls: 0 for no effect and ±100 for the full control effect; nearly all actives have a fitted effect of over 60% in size
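Complex of BAZ2B and biotin-H3K14Ac (50 nM apiece) forms over 30 min at RT, then faces library compounds up to 110 uM for another 30 min; AlphaScreen beads added, 20 min dark incubation, luminescence read.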
G9a block: inhibitors of human histone lysine methyltransferase G9a | Q96KQ7 | G9a H3K9 monomethylation, AlphaScreen, 2 h | Potency, µM (titrated, usually from 102 µM), for inactives: top-dose activity, negative = inhibition, most hits filed as inhibitors | 350,000 tested, 8.8% active | AID 504332; also: potency is read from the fitted curve at half-maximal effect; % is scaled to controls: 0 for no effect and ±100 for the full control effect; nearly all actives have a fitted effect of over 75% in size
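Methyltransferase reactions run at room temperature for 2 h (20 nM enzyme, 500 nM biotin-H3K9 peptide, 20 uM SAM) after a 15 min compound preincubation; product detected by AlphaScreen beads and anti-H3K9me1 antibody.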
HP1b chromo inh: HP1-beta chromodomain-methylated histone interaction inhibition; AlphaScreen HP1-beta / biotin-H3K9me3 peptide binding; Potency, µM (top dose mostly 114 µM), inactives show top-dose activity change, negative = inhibition, usual class: inhibitors; 390,000 tested, 0.56% active; also: potency is read from the fitted curve at half-maximal effect; nearly all actives have a fitted effect of over 70% in size; inactives centre near 23
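Compound inhibition of the preformed complex between 50 nM HP1-beta and 50 nM biotinylated H3K9me3 peptide was read by AlphaScreen. Buffer was PBS pH 7.4 with 0.01% Tween-20. Incubations ran 30 min at room temperature, with 10 ug/mL donor/acceptor beads.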
The depositor's hits bear a star; u = inconclusive; x = no result given; & = joins results of further samples; [ ] = remark or other dose. Unless noted, calls follow the shape of the dose curve; as a rule, active = well fitted curve in the direction sought with a large enough effect; inconclusive = small, poorly fitted or top-dose-only effect, or another doubt; inactive = no such curve, though single readings can be large; an effect the other way counts as inactive or inconclusive. A portion of the library (hit frequency here may not be typical).

JMJD2A Tudor	RGS4 inh	HP1b chromo inh	ERG-DNA inh	GLS inh	BAZ2B inh	G9a block	12-LOX inh	PI4K2A block	compound
-19.0%	9.0%	27.7%	3.3%	0.0%	x	x	12.1%	1.8	CC1(C)C[C@H]2C3=CCC4[C@@]5(C)CC[C@H](O)[C@](C)(CO)C5CC[C@@]4(C)[C@]3(C)C[C@@H](O)[C@@]2(CO)[C@@H](O)[C@@H]1O (stereo partly specified)
-2.1%	14.0%	26.9%	16.0%	9.4%	-11.4%	-2.6%	10.7%	1.3	COc1ccccc1NC(=O)c1ccccc1C(=O)Nc1ccccc1OC
25.1µM*	-33.5%	u	-4.7%	19.2%	56.2µM*	x	u	-0.7	CN1CCCN(Cc2cccc3ccccc23)CC1
-22.9%	7.1%	34.7%	5.0%	7.4%	u	25.1µM*	u	10.1	CCc1nc(NCc2ccccn2)c2oc3ccccc3c2n1
-23.8%	3.3%	34.2%	-0.9%	0.8%	-18.2%	-23.2%	-8.6%	-5.9	CC(NC(=O)C1CCC(C(C)(C)C)CC1)C(c1ccccc1)N1CCOCC1 (stereo unspecified)
-17.6%	-25.8%	26.7%	8.1%	-2.3%	-10.7%	-5.6%	-25.3%	-1.0	O=S(=O)(N/N=C\c1ccc2c(c1)OCO2)c1ccc(Cl)cc1
-34.0%	-5.9%	2.1%	-10.1%	-0.4%	u	44.7µM*	-19.6%	-4.3	COc1ccc(OCC(=O)N/N=C/c2ccc(N(C)C)cc2)cc1
u	12.0%	u	-15.1%	-6.7%	u	10.7%[2.33 µM]	30.6%[activator]	-1.7	CCNC(=S)N(CCc1c(C)[nH]c2ccc(C)cc12)Cc1cccnc1
u	-7.1%	28.3%	1.4%	-16.5%	u	4.5%	-5.8%	-18.5	Cc1cc(C)n2c(SC/C(O)=C(\C#N)c3nc4ccccc4[nH]3)nnc2n1
-17.9%	14.4%	-3.0%	3.8%	-3.6%	10.6%	3.7%[12.7 µM]	-2.4%	2.5	COc1ccc(NC(=O)c2ccco2)cc1NC(=O)c1cccnc1
-24.5%	1.9%	17.8%	-3.1%	6.1%	8.4%	7.3%[12.7 µM]	187.9%[activator]	1.7	COc1ccc(NS(=O)(=O)c2cc(NC(=O)c3ccc(=O)[nH]n3)ccc2C)cc1
2.8%	-10.0%	36.4%	-14.4%	-10.5%	x	x	6.3%	2.3	CC(=O)C1CCC2C3CCC4=CC(=O)CCC4(C)C3(F)C(O)CC12C (stereo unspecified)
-9.7%	7.0%	25.4%	-0.6%	0.0%	-15.0%	-17.0%	-4.6%	-29.1	N/C(=N\OC(=O)/C=C/c1ccccc1)c1ccccn1
u	-4.5%	u	-2.3%	14.5%	u	u	u	1.6	C/C(=N\NC(=S)Nc1cccc(C)c1)c1cccc(N)c1
-14.0%	9.3%	28.4%	-3.0%	3.2%	-11.6%	-3.8%	17.1%	4.3	COc1cccc(/C=C/C(=O)NCc2cn3cc(Cl)ccc3n2)c1
u	u	-16.7%	-1.9%	-10.4%	u	x	u	-1.3	COc1ccc(N2CCN(CC(=O)NCc3ccc(Cl)cc3)CC2)cc1
-11.2%	-7.0%	21.1%	14.8%	-6.0%	3.6%	11.8%	-17.4%	-0.9	Cc1cc(C)cc(NC(=O)CSc2n[nH]c(-c3cccnc3)n2)c1
-22.4%	-8.5%	-2.7%	3.2%	-10.7%	-10.6%	-4.3%[59 µM]	u	0.7	Cc1cc(C)c(S(=O)(=O)NCCc2csc3nc(-c4ccc(Cl)cc4)nn23)c(C)c1
-6.9%	u	15.1%	x	-1.4%	x	x	-10.1%	-9.3	O=C(NN1C(=O)NC2(CCCCC2)C1=O)c1cccs1
5.1%	-25.3%	19.2%	0.8%	0.9%	6.3%	x	0.0%	-4.0	C=CCNC(=O)NC(=O)c1csc([N+](=O)[O-])c1
-2.1%	-5.1%	41.7%[activator]	-9.7%	-2.8%	-3.9%	7.2%	1.8%	0.0	Cc1cc(Br)cc(C)c1NC(=O)c1ccc(C#N)cc1F
-22.5%	3.7%&0.8%	7.9%&-17.1%	-4.3%&10.6%	3.6%&1.3%	-9.3%&-6.2%	-33.1%[59 µM]	-21.1%&53.3%	0.2&-0.7	Cc1ccc(-c2[nH]c3ccccc3c2SCCNC(=O)c2ccc(S(=O)(=O)N3CCOCC3)cc2)cc1
-13.5%	12.9%	15.0%	6.7%	-11.8%	11.3%	16.4%[59 µM]	-12.4%	3.2	Cc1cc(C)c(C(=O)COC(=O)Cn2cnnn2)cc1C
-12.3%	16.8%	20.8%	1.4%	-0.2%	-5.0%	18.3%[12.7 µM]	-0.5%	-0.3	Cc1nn(C)cc1CN(C)C(=O)CCc1nnc(CCC2CCCCC2)o1
-3.3%	-14.1%	30.7%	-1.0%	5.1%	-16.9%	1.4%[59 µM]	-10.4%	3.9	CC(C)NC(=O)c1ccc(-n2c(-c3ccccc3)cc3c2CCCCC3)cc1

Shown as labelled records: entries from further up.
CCNC(=S)N(CCc1c(C)[nH]c2ccc(C)cc12)Cc1cccnc1
  JMJD2A Tudor = u	RGS4 inh = 12.0%	HP1b chromo inh = u	ERG-DNA inh = -15.1%	GLS inh = -6.7%	BAZ2B inh = u	G9a block = 10.7%[2.33 µM]	12-LOX inh = 30.6%[activator]	PI4K2A block = -1.7
Cc1cc(C)n2c(SC/C(O)=C(\C#N)c3nc4ccccc4[nH]3)nnc2n1
  JMJD2A Tudor = u	RGS4 inh = -7.1%	HP1b chromo inh = 28.3%	ERG-DNA inh = 1.4%	GLS inh = -16.5%	BAZ2B inh = u	G9a block = 4.5%	12-LOX inh = -5.8%	PI4K2A block = -18.5
COc1ccc(NC(=O)c2ccco2)cc1NC(=O)c1cccnc1
  JMJD2A Tudor = -17.9%	RGS4 inh = 14.4%	HP1b chromo inh = -3.0%	ERG-DNA inh = 3.8%	GLS inh = -3.6%	BAZ2B inh = 10.6%	G9a block = 3.7%[12.7 µM]	12-LOX inh = -2.4%	PI4K2A block = 2.5

Further compounds follow:
JMJD2A Tudor	RGS4 inh	HP1b chromo inh	ERG-DNA inh	GLS inh	BAZ2B inh	G9a block	12-LOX inh	PI4K2A block	compound
u	35.6%	-13.1%	-2.7%	3.1%	u	u	-3.1%	6.0	COc1ccccc1NC(=O)Nc1nc(CC(=O)N2CCN(c3ccccc3OC)CC2)cs1
u	6.5%	-1.7%	4.0%	-1.3%&-0.4%	-26.0%	15.2%[12.7 µM]	-47.6%&-14.1%	-4.1&-0.2	COc1cc(Nc2ccccn2)cc(C(=O)Nc2cccc(C(F)(F)F)c2)c1
5.0%	-18.1%	66.4%[activator]	7.8%	8.0%	0.3%	x	21.5%	-1.4	O=C1CCCN=C(Nc2ccc(F)c(Cl)c2)S1
-6.5%	13.0%	14.4%	-16.0%	-1.7%	5.9%	-9.4%	u	-1.3	CCc1c(C(=O)N/N=C/c2ccco2)nnn1-c1nonc1N
-10.7%	-2.6%	10.0%	x	15.3%	9.3%	15.5%[12.7 µM]	10.3%	-1.0	O=C(CN1C(=O)c2ccccc2C1=O)Nc1ccc(S(=O)(=O)NCC2CCCO2)cc1 (stereo unspecified)
-22.2%	-5.0%	12.0%	1.0%	-1.4%	-3.4%	-36.4%[12.7 µM]	387.3%[activator]	-1.0	O=C(Nc1nccs1)C1CCN(S(=O)(=O)c2c(Cl)cccc2Cl)CC1
-16.8%	-8.9%	15.6%	4.1%	0.1%	-25.4%	-2.6%	-4.2%	-1.6	O=c1cc(-c2ccccc2[N+](=O)[O-])oc2ccccc12
-4.3%	-8.4%	35.3%	4.8%	7.5%	-5.4%	6.3%[59 µM]	11.4%	-5.6	COc1ccc(C2N(c3ccccc3)C(=S)N3CCCN23)cc1 (stereo unspecified)
-22.7%	15.9%	-3.1%[57 µM]	-5.9%	0.5%	-24.3%	-21.6%	x	-3.2	Cc1cccc(NC(=O)CN2C(=O)/C(=C3\SC(=S)N(CC4CCCO4)C3=O)c3ccccc32)c1 (stereo unspecified)
-10.3%	0.6%	35.5%	-9.3%	-0.8%	-35.2%	-40.8%	u	-10.7	CCOC(=O)C1CCCN(CCC(=O)Nc2cc(OC)ccc2OC)C1 (stereo unspecified)
-21.4%	-44.2%	21.9%	3.4%	2.5%	-2.4%	u	2.9%	0.4	CC1Cc2ccccc2N1C(=O)CSc1nnc2sc3ccccc3n12 (stereo unspecified)
3.7%	5.4%	53.5%[activator]	4.0%	-0.3%	-2.8%	u	-2.6%	0.6	COc1ccccc1NC(=O)Nc1ccc(C)cn1
79.4µM*	0.7%	u	-9.5%	-14.8%	u	50.1µM*	-23.6%	-6.8	COc1ccc(OCC(=O)Nc2nnc(-c3ccco3)s2)cc1
-13.1%	-13.3%	23.4%	1.8%	-2.0%	7.3%	x	0.4%	-2.3	COc1ccc(NC(=O)c2cccc(Cn3cc(Br)c([N+](=O)[O-])n3)c2)c(C)c1
-26.8%	0.7%	4.3%	13.8%	0.8%	-29.3%	-9.8%[12.7 µM]	-1.0%	-1.5	Cc1ccc(-c2cnc(C3CC3)o2)cc1S(=O)(=O)Nc1cccc(C)c1C
